Screening results deposited in PubChem BioAssay by National Center for Advancing Translational Sciences (NCATS).
AMA1 RON2 block – qHTS for Inhibitors of AMA1-RON; Towards Development of Antimalarial Drug Lead: Primary Screen | Plasmodium falciparum AMA1 (3D7) - RON2 peptide interaction | AlphaScreen AMA1-biotinylated RON2 peptide binding | Potency, µM (titrated, usually from 58.2 µM), inactives show at the highest dose activity change, negative = inhibition, hits mostly inhibitors | 360,000 tested, 0.2% active | AID 720542, 2013; active = well fitted inhibition curve with a large enough effect; inconclusive = small, poorly fitted or top-dose-only effect; inactive = no such curve, though single readings can be large or run the other way;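 also: potency is read from the fitted curve at half-maximal effect; 0% = vehicle wells and -100% = peptide control; nearly all actives have a fitted effect of over 45% in size; some results filed as inactive show a strong effect at the top dose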
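AMA1 (3D7) with his tag at 25 nM final met compounds first, then biotinylated RON2 peptide at 25 nM; detection used donor plus acceptor beads, 10 µg/mL apiece, read by AlphaScreen after 30 min at room temperature.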
HCMV antiviral – qHTS Assay for inhibitors of the human cytomegalovirus (HCMV). HFF cells, HCMV-luciferase reporter, 72 h; stronger effect = lower value. activity change, negative = inhibition, % at 57.5 µM. 410,000 tested, 4.5% active; in the data active = activity change below about -60%; inconclusive = no clear call, values can overlap the other calls; inactive = above about -39%
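Human foreskin fibroblasts infected with luciferase-reporter HCMV at MOI 1 PFU/cell, compounds at two doses. Luciferase measured 72 h post infection; normalized to buffer-only basal and Salinomycin (10uM) controls.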
* = called active by the depositor; [ ] = another dose, or the depositor's remark. Unless noted, % is scaled to controls: 0 for no effect and ±100 for the full control effect.

For COCCNC(=O)C1(C)CCCN(C(=O)c2cccnc2SC)C1 (centres undefined) the results were AMA1 RON2 block -1% and HCMV antiviral -24.
COc1ccccc1C(=O)NCCN1CCC(n2c(=O)[nH]c3ccccc32)CC1 was read as AMA1 RON2 block 2% and HCMV antiviral -19.
For Cc1ccc(Nc2nc(NCc3ccccc3)nc3ccsc23)c(C)c1 the results were AMA1 RON2 block -2% and HCMV antiviral -62*.
Screening CN1OC[C@@H]2CN(C(=S)NCCc3ccccc3)[C@H](c3ccc(-n4ccnc4)cc3)C[C@@H]21 returned AMA1 RON2 block -12% and HCMV antiviral 5.
Screening O=C(O)c1ccccc1-c1ccccc1C(=O)Nc1ccc2c(c1)oc(=O)c1ccccc12 returned AMA1 RON2 block -13% and HCMV antiviral 31.
Screening Cc1ccc(-c2nnc(OCc3nc4ccccc4n3C)c3ccccc23)cc1 returned AMA1 RON2 block 8% and HCMV antiviral -20.
Screening CCOC(=O)N(C)C[C@@H]1OCc2ccccc2-c2c(n(C)c3ccccc23)C(=O)N([C@H](C)CO)C[C@H]1C returned AMA1 RON2 block 4% and HCMV antiviral 22.
Screening CC(C)NC(=O)C1Cc2c(-c3ccc4c(c3)OCO4)ccnc2O1 (centres undefined) returned AMA1 RON2 block 9% and HCMV antiviral -29.
CCc1cc(-c2cnnn2Cc2ccc3ccccc3c2)ccc1-c1cn(CC(C)C)nn1 was read as AMA1 RON2 block -16% and HCMV antiviral -21.
Screening C[C@@H]1CNC(=O)c2c(C(=O)Nc3cccc(Cl)c3)ncn21 returned AMA1 RON2 block 86%[activator] and HCMV antiviral -3.
Screening O=C(CNc1cc(S(=O)(=O)N2CCOCC2)ccc1N1CCCC1)Nc1ccc(Cl)cc1F returned AMA1 RON2 block -1% and HCMV antiviral -27.
COc1ccc(B(O)O)c(CN2CCN(C(=O)OC(C)(C)C)CC2)c1 was read as AMA1 RON2 block 11% and HCMV antiviral 17.

Already shown: 2 of the compounds above.
Screening C[C@@H]1CNC(=O)c2c(C(=O)Nc3cccc(Cl)c3)ncn21 returned AMA1 RON2 block 86%[activator] and HCMV antiviral -3.
Screening O=C(CNc1cc(S(=O)(=O)N2CCOCC2)ccc1N1CCCC1)Nc1ccc(Cl)cc1F returned AMA1 RON2 block -1% and HCMV antiviral -27.

Remaining list, next part.
Screening COc1ccc(NC(=O)C(C)N2C(=O)c3ccccc3C2=O)c(OC)c1 (centres undefined) returned AMA1 RON2 block -7% and HCMV antiviral 4.
Screening CCN1C(=O)[C@H]2[C@@H](c3ccc(C)cc3)N[C@]3(CCCN(Cc4ccc(Cl)cc4)C3=O)[C@H]2C1=O returned AMA1 RON2 block 3% and HCMV antiviral -24.
`O=[N+]([O-])c1ccc(NN=Cc2cccc(O)c2)nc1` gave AMA1 RON2 block 7% and HCMV antiviral 40.
`CC1C(=O)N(Cc2cn(Cc3ccco3)nn2)CCS(=O)(=O)N1Cc1ccc(-c2cccc(N(C)C)c2)cc1` (centres undefined) gave AMA1 RON2 block inconclusive and HCMV antiviral -4.
c1ccc(C2CC3CC(c4ccccc4)N2O3)cc1 (centres undefined) was read as AMA1 RON2 block 3% and HCMV antiviral -25.
For Cc1ccc(C)c(CC(=O)N2CCCC(c3cc(C(=O)NCc4ccccc4)no3)C2)c1 (centres undefined) the results were AMA1 RON2 block -11% and HCMV antiviral 16.
COc1cc(C(=O)Oc2ccccc2OC(=O)c2cc(OC)c(OC)c(OC)c2)cc(OC)c1OC was read as AMA1 RON2 block 3% and HCMV antiviral 8.
Screening Cc1cccc(OCCNc2ncccc2[N+](=O)[O-])c1 returned AMA1 RON2 block -1% and HCMV antiviral 27.
Screening COc1ccccc1S(=O)(=O)N(C)C[C@H]1Oc2cc(C#CCC3CCCC3)ccc2S(=O)(=O)N([C@H](C)CO)C[C@H]1C returned AMA1 RON2 block -27% and HCMV antiviral -11.
Screening Cc1cccc(C)c1N1C(=O)c2ccccc2NC(=O)C1C(=O)NCCc1ccccc1F (centres undefined) returned AMA1 RON2 block 1% and HCMV antiviral -17.
O=C1NC[C@H](CCCCN2C[C@H](Cc3ccccc3)N(CC3CCCCC3)C(=O)C2=O)N(CCc2ccccc2)C1=O was read as AMA1 RON2 block 2% and HCMV antiviral -7.
COc1c(C(=O)Nc2ccccc2N2CCOCC2)cc2ccccc2c1Br was read as AMA1 RON2 block 17% and HCMV antiviral inconclusive.
CN1NC(c2ccccc2)NN(C)C1=O was read as AMA1 RON2 block 22% and HCMV antiviral 11.
`COc1ccc(-c2cc3nc(NCc4ccc(NC(C)=O)cc4)n(C)c(=O)c3s2)cc1OC` gave AMA1 RON2 block -1% and HCMV antiviral -5.
Screening Cc1ccc([C@H]2N[C@]3(CCCN(Cc4ccco4)C3=O)[C@H]3C(=O)N(C)C(=O)[C@@H]23)cc1 returned AMA1 RON2 block 6% and HCMV antiviral 11.
`Cn1nc(C(C)(C)C)cc1NC(=O)C1(C)CCN1C(=O)CCc1ccccc1` (centres undefined) gave AMA1 RON2 block 9% and HCMV antiviral -15.
Screening COc1ccc(-c2cnc3c(NC=O)cc(-c4ccoc4)cn23)cc1OC returned AMA1 RON2 block 32%[activator] and HCMV antiviral -4.
`O=C(Nc1ccccc1)c1cc(C2CCCCN2S(=O)(=O)c2ccccc2)on1` (centres undefined) gave AMA1 RON2 block 8% and HCMV antiviral 33.
CCn1nc(C)cc1C(=O)N1CCCC(N2CCN(c3ccccc3OC)CC2)C1 (centres undefined) was read as AMA1 RON2 block 18% and HCMV antiviral 0.
For CCCNC(=O)C1(C)CCCN(Cc2cccc(C#N)c2)C1 (centres undefined) the results were AMA1 RON2 block 7% and HCMV antiviral inconclusive.
`CCc1nc2ccc(C(=O)N3CCN(C(=O)c4ccco4)CC3)cn2c1N(C)C(=O)COc1ccccc1` gave AMA1 RON2 block 6% and HCMV antiviral 28.
Screening Cc1ccc(Cn2cc(CN3CC(N4CCN(Cc5ccccc5F)CC4)CS3(=O)=O)nn2)cc1 (centres undefined) returned AMA1 RON2 block 3% and HCMV antiviral inconclusive.
COc1ccc(CCn2c(C)cc(C(=O)COC(=O)c3ccc(O)cc3O)c2C)cc1 was read as AMA1 RON2 block -9% and HCMV antiviral -25.
`O=C(CSc1nccc2ccccc12)N1CCN(Cc2ccc3c(c2)OCO3)CC1` gave AMA1 RON2 block inconclusive and HCMV antiviral -6.
C/C=C/c1cccc(-c2nc(C(=O)NC3Cc4ccccc4C3)cc3c2[C@@H](CCO)N(C(C)=O)C3)c1 was read as AMA1 RON2 block 4% and HCMV antiviral inconclusive.
Screening O=C1[C@H]2[C@H](C=CC[C@H]2C(=O)N2CCOCC2)CCN1Cc1ccc(Cl)c(Cl)c1 returned AMA1 RON2 block 6% and HCMV antiviral -9.
`Oc1c(Cl)cccc1Cc1cc(Cl)cc(Cl)c1O` gave AMA1 RON2 block -15% and HCMV antiviral inconclusive.
For O=C1c2ccccc2-c2cc(Br)ccc2NC1O (centres undefined) the results were AMA1 RON2 block -2% and HCMV antiviral -30.
`COc1ccc(NC(=O)Nc2nnc([C@@H]3C[C@H](O)[C@@H](CO)O3)s2)cc1` gave AMA1 RON2 block -4% and HCMV antiviral -1.
`Cc1ccc(NCc2nnc(SCC(=O)N3CCCCC3)n2CC2CCCO2)c(C)c1` (centres undefined) gave AMA1 RON2 block 7% and HCMV antiviral 8.
Screening CC(C)(C)S(=O)N1Cc2cc(C(=O)O)nc(-c3cccc(-c4cc5ccccc5o4)c3)c2[C@H]1CCO (some centres undefined) returned AMA1 RON2 block -5% and HCMV antiviral -18.
Screening CCc1nc(CN2CCCC(C(=O)Nc3ccc(-c4cccc(OC)c4)cc3)C2)c(C)[nH]1 (centres undefined) returned AMA1 RON2 block 46%[activator] and HCMV antiviral inconclusive.
CCCc1ncc(CN2CCCCC2C(=O)Nc2ccc(Oc3ccccc3)nc2)cn1 (centres undefined) was read as AMA1 RON2 block -16% and HCMV antiviral 8.
For O=C(Nc1ccc(OCCO)cc1)c1csc([C@@H]2O[C@H](CO)[C@H](O)[C@H](O)[C@H]2O)n1 the results were AMA1 RON2 block -1% and HCMV antiviral 0.
COc1ccc(COC[B-](F)(F)F)cc1 was read as AMA1 RON2 block 6% and HCMV antiviral 14.
CCOC(=O)C1CCCN(C(=O)c2cc(OC)ccc2Br)CC1 (centres undefined) was read as AMA1 RON2 block -6% and HCMV antiviral -1.
`Cc1ccc(C(=O)Nc2nnc(COCCO)s2)cc1` gave AMA1 RON2 block 11% and HCMV antiviral 64.
CC1(C(=O)Nc2cnc3ccccc3c2)CCN1CCOc1ccccc1 (centres undefined) was read as AMA1 RON2 block 19% and HCMV antiviral -8.
O=C(CNC(=O)N1CC(=O)Nc2ccccc21)NCc1ccc(F)cc1 was read as AMA1 RON2 block -2% and HCMV antiviral -11.
`O=[N+]([O-])c1cc(C=NN2CCCCCC2)ccc1Cl` gave AMA1 RON2 block 14µM* and HCMV antiviral -9.
COc1cccc(CNS(=O)(=O)c2cc(Br)ccc2Br)c1 was read as AMA1 RON2 block 0% and HCMV antiviral -5.
Screening O=C(CN1C(=O)C2C3C=CC(C3)C2C1=O)OCC(=O)c1ccc(Cl)c([N+](=O)[O-])c1 (centres undefined) returned AMA1 RON2 block -5% and HCMV antiviral 50.
For CCNC(=O)C1(C)CCN(C(=O)c2ccc(-c3ccccc3)cc2)C1 (centres undefined) the results were AMA1 RON2 block -4% and HCMV antiviral 34.
Screening c1ccc(NCCC2OCC3(CO2)COC(CCNc2ccccc2)OC3)cc1 (centres undefined) returned AMA1 RON2 block -14% and HCMV antiviral 40.
`CCCCn1nnnc1C(C1CC1)N1CCC(n2c(=O)[nH]c3ccccc32)CC1` (centres undefined) gave AMA1 RON2 block 1% and HCMV antiviral -17.
`CC1(C(=O)Nc2cccnc2)Cc2c(-c3ccccc3)ccnc2O1` (centres undefined) gave AMA1 RON2 block 18% and HCMV antiviral -18.
For COCCNc1nc(-c2ccccc2F)c2sc(-c3ccccc3)cc2n1 the results were AMA1 RON2 block 33%[activator] and HCMV antiviral -1.
For CCc1nc2ccc(C(=O)NCc3ccc(OC)cc3)cn2c1N(CC)CCN(C)C the results were AMA1 RON2 block 21% and HCMV antiviral -6.
`COc1ccc(NC(=O)[C@@H]2O[C@H](CO)[C@H](O)[C@H](O)[C@H]2O)cc1F` gave AMA1 RON2 block 1% and HCMV antiviral -6.
Screening O=S1(=O)C[C@@H](N2CCN(c3ccccn3)CC2)[C@H](COCc2ccccc2)N1 returned AMA1 RON2 block 7% and HCMV antiviral 3.
For CC(=O)Nc1ccc(NC(=O)c2csc([C@H]3C[C@H](O)[C@@H](CO)O3)n2)cc1 the results were AMA1 RON2 block 18% and HCMV antiviral -1.
COc1cccc(CCC2C(=O)CCCC2=O)c1 was read as AMA1 RON2 block -9% and HCMV antiviral -3.
Screening Cn1c2nc(=O)[nH]c(=O)c-2cc2ccccc21 returned AMA1 RON2 block 2% and HCMV antiviral 23.
Cc1ccc(-c2c(N)nc3ncccn23)cc1 was read as AMA1 RON2 block 80%[activator] and HCMV antiviral 1.
Screening Cc1c(CCCl)c(Cl)n2c(nc3ccccc32)c1C#N returned AMA1 RON2 block 16% and HCMV antiviral -99*.
Screening CCCCNC1(C#N)CCN(Cc2ccccc2)CC1 returned AMA1 RON2 block 16% and HCMV antiviral -12.
For O=C(NCc1ccco1)c1ccc2c(c1)S(=O)(=O)c1ccccc1C2=O the results were AMA1 RON2 block -6% and HCMV antiviral 1.
Screening Brc1cccc(C=Nc2cccc3ncccc23)c1 returned AMA1 RON2 block -1% and HCMV antiviral 45.
OCCOCCn1c(C2CCCN2c2nc(-c3ccc(F)cc3)cs2)nc2cc(C(F)(F)F)ccc21 (centres undefined) was read as AMA1 RON2 block -6% and HCMV antiviral 2.
For CCc1nc2ccc(C(=O)Nc3ccc(C(N)=O)cc3)cn2c1N(CCC(C)C)CCN(C)C the results were AMA1 RON2 block -3% and HCMV antiviral 10.

Molecules from the list above that have a tert-butyl group (3):
COc1ccc(B(O)O)c(CN2CCN(C(=O)OC(C)(C)C)CC2)c1 was read as AMA1 RON2 block 11% and HCMV antiviral 17.
`Cn1nc(C(C)(C)C)cc1NC(=O)C1(C)CCN1C(=O)CCc1ccccc1` (centres undefined) gave AMA1 RON2 block 9% and HCMV antiviral -15.
Screening CC(C)(C)S(=O)N1Cc2cc(C(=O)O)nc(-c3cccc(-c4cc5ccccc5o4)c3)c2[C@H]1CCO (some centres undefined) returned AMA1 RON2 block -5% and HCMV antiviral -18.

(continued)
For COC(=O)C1=C(c2cc3ccccc3s2)C[C@@H]2CC[C@H]1N2C(=O)NCC1CC1 the results were AMA1 RON2 block 1% and HCMV antiviral -32.
Screening COc1ccc(C(C#N)=Cc2ccc(N(C)CCC#N)cc2)cc1 returned AMA1 RON2 block -7% and HCMV antiviral 38.
Screening Cc1ccccc1CN1C(=O)CN(S(C)(=O)=O)CC1(C)C(=O)NCc1ccccc1 (centres undefined) returned AMA1 RON2 block -8% and HCMV antiviral 33.
`O=C(Nc1sc2c(c1C(=O)NCC(O)CO)CCCC2)c1ccccc1` (centres undefined) gave AMA1 RON2 block -29% and HCMV antiviral -23.
Screening COCCNC(=O)c1ccccc1N(Cc1ccccc1)S(=O)(=O)c1ccccc1 returned AMA1 RON2 block inconclusive and HCMV antiviral 10.
O=C(C=Cc1ccccc1)N1CCCCC1 was read as AMA1 RON2 block 2% and HCMV antiviral 36.

These rows are one share of the data; the hit share may differ from the screen's.
